ARNT TACC3 PPI = ARNT/TACC3 interaction disruption | actives 0.66% (n = 390,000) | inhibition, % at 9.99 µM | AlphaScreen His-ARNT PAS-B/GST-TACC3 binding, luminescence; TACC3 fragment carries E629A point mutation | Q9Y6A5 | AID 623870;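 active = mean inhibition of replicates at least 50% and at least half of replicates each reaching 50%; inconclusive = half or more replicates reach 50% but mean below 50%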;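 note: 0% = complete ARNT plus TACC3 wells and 100% = ARNT alone without TACC3; many hits fall short of the cut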
GSIS activator = GLuc luminescence reporter in INS-1E cells, primary screen for activators of glucose-dependent secretion of insulin; INS-1E GLuc reporter insulin secretion, 2-3 h; activation, % at 16.6 µM; actives 0.61% (n = 370,000); AID 743287;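 active = lowest replicate activation of at least 40%, so every replicate reaches that level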;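 note: 0% = median of neutral control wells and 100% = median of IBMX positive control wells; some compounds called inactive have numbers as strong as hits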
PAX8 reporter = PAX8 transcriptional activity inhibition; RMG-I TPO-luciferase reporter, SteadyGlo, 24 h; inhibition, % at 12.6 µM; actives 1.2% (n = 360,000); AID 652154;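 active = mean replicate inhibition at least 60% with every replicate also reaching 60%; inconclusive = only one of the two criteria is met; inactive = mean below 60% and not all replicates reaching 60%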;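 note: luciferase light reporting Pax8 driven TPO promoter activity; plate controls were median of neutral control wells for no effect and mitoxantrone controls for full effect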
ERp5 block = inhibitors of human ERp5 | Q15084 | ERp5 insulin aggregation, absorbance 650 nm, 90 min | inhibition, % at 9.99 µM | actives 0.05% (n = 350,000);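 active = mean replicate inhibition above about 25%, with every replicate also reaching it, limit read from the data, passing the limit was not always enough; inconclusive = only one of those two criteria met; inactive = neither criterion met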
Target sequence (Q15084 whole entry, looked up): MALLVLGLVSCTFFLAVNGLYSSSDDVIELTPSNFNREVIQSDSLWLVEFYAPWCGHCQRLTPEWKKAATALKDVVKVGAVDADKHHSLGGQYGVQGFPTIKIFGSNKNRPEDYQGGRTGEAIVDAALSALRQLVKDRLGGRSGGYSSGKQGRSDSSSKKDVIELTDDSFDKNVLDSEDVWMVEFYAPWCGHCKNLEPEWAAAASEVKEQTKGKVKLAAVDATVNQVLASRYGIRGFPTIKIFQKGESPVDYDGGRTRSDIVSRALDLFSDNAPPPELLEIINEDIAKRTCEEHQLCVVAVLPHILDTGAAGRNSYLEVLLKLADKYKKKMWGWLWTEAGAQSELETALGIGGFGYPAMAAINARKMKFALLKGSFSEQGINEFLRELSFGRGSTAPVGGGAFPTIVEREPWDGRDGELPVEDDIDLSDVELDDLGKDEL
EWS-Fli block = blocks EWS/Fli oncoprotein-driven transcription. A673 NR0B1-luciferase reporter, viability-normalised. inhibition, % at 12.6 µM. actives 0.67% (n = 350,000). AID 651661;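 active = mean inhibition of at least 50% after viability correction, with every replicate also passing that limit; inconclusive = mean reaches 50% but only one of two replicates passes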;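 note: firefly luciferase signal divided by Alamar Blue viability fluorescence both relative to DMSO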
DENV2 CPE = DENV2-induced cell death inhibition; DENV2-infected cells, cytopathic effect rescue, plate reader; CPE inhibition, % at 9.99 µM; actives 1.7% (n = 350,000); in the data active = CPE inhibition above about 20%, passing the limit was not always enough; inconclusive = no clear call, values can overlap the other calls; tested in BHK-21 cells;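 note: 0% = median of neutral control wells and 100% = median of positive control wells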
CFTR F508del cor = CFTR F508del correction in bronchial cells; CFBE cells, YFP halide quenching; stimulated with forskolin plus potentiator P3; % fluorescence drop versus neutral controls; activity (quench increase), % at 7.58 µM; actives 0.36% (n = 350,000);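 active = mean added fluorescence quench of at least 8% versus neutral control, with both replicates also reaching 8%; inconclusive = only one of the mean or replicate conditions met; inactive = mean below 8% and not both replicates reaching 8%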;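 note: cells transiently co-express mutant CFTR-F508del with the halide-sensitive YFP; corrector assay measuring rescue of mutant channel to the surface after 24 h compound exposure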
XiGFP reactiv = activators of X-chromosome reactivation in mouse fibroblasts | XiGFP mouse fibroblasts, % GFP-positive cells imaging, 3 d; cells co-treated with 5-aza-dC sensitizer; scaled so ellipticine positive control = 100% | activation, % at 7.58 µM | actives 0.055% (n = 360,000) | AID 743238;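 active = mean normalized replicate activation at least 10% and every replicate at or above 10%; inconclusive = only one of the two criteria met; inactive = mean below 10% and not all replicates reach 10%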;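 note: 0% = median of on-plate neutral control wells and 100% = ellipticine 6 µM median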
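Assay system – SV40-immortalized XiGFP fibroblast cells, line 68-5-11 · Buffer or medium – DMEM supplemented with 5-aza-dC as sensitizing agent · Dosing – one concentration, pinned · Benchmarks – positive control ellipticine, 6 µM final · Times – 3 days compound exposure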
The depositor's hits bear a star; ? = inconclusive; · = no result given. Not all compounds are listed (hit frequency here may not be typical).

Second line of a record: ARNT TACC3 PPI	GSIS activator	PAX8 reporter	ERp5 block	EWS-Fli block	DENV2 CPE	CFTR F508del cor	XiGFP reactiv
(1) COC(=O)C[C@@H]1CC[C@@H]2NC[C@H](O)COC[C@H]2O1
 : 23	15	6	·	2	5	-0.1	0.2
(2) CC[N+]12CCC(CC1)C(C(O)(c1ccccc1)c1ccccc1)C2 (centres undefined)
 : 1	7	-17	-1	19	-7	7.4	0.0
(3) N#CCCn1cc(C(=O)Nc2ccc([N+](=O)[O-])cc2)c(-c2ccc3c(c2)OCCO3)n1
 : 6	-10	13	2	10	-1	·	0.1
(4) CCCc1c(C)nc(SCC(=O)C(C)(C)C)nc1OC(=O)N(C)C
 : 3	-6	24	-2	4	-2	-0.5	-0.1
(5) Cc1ccsc1C(=O)C1CCCN(Cc2c(C)nn(C(C)C)c2C)C1 (centres undefined)
 : ·	-2	13	3	9	1	2.5	0.0
(6) C=CCn1c(O)c(/C=C2\C=Nc3ccccc32)c(=O)[nH]c1=O
 : ·	-9	-3	4	9	4	-1.4	0.2
(7) CN1CCCN(C(=O)COc2ccccc2)CC1
 : -1	20	8	3	-4	-9	-0.7	0.4
(8) COc1cc(C2c3cc4c(c(O)c3CC3COC(=O)C32)OCO4)cc(OC)c1OC (centres undefined)
 : -3	-1	88*	-1	44	19	5.2	1.0
(9) CC/C(CC(c1ccccc1)c1c(O)c2ccccc2oc1=O)=N\NC(N)=S (centres undefined)
 : 18	28	-1	·	·	·	·	0.4
(10) Cc1ccc(C(O)(C(=O)OC(C)C)C(O)c2ccccc2)cc1 (centres undefined)
 : ·	4	11	3	-2	-15	2.4	-0.1
(11) O=C1NC(=S)NC(=O)C1Cc1ccccc1
 : -3	14	·	1	-7	16	-0.9	-0.1
(12) CC12CN3CC(C)(CN(C1)C3c1cccs1)C2=O (centres undefined)
 : -7	·	5	4	-1	3	-2.5	0.3
(13) N#Cc1ccc(/C=C/C(=O)O)cc1
 : 23	2	-18	-2	0	-2	-2.3	0.0
(14) CCOP(=S)(OCC)Oc1cc(C)oc(=O)c1Cl
 : 1	26	-1	1	4	4	-0.5	0.1
(15) N#Cc1ccc(NC(=O)CCNC(=O)c2ccco2)cc1Cl
 : -7	8	10	4	-8	2	-0.6	-0.1
(16) Cc1cc(N2CCOCC2)ccc1/C=C1\C(=O)NC(=O)N(c2ccccc2)C1=O
 : -7	-14	-18	12	-3	5	3.0	0.0
(17) CC(=O)Nc1ccc(OCCF)cc1
 : -6	-5	5	3	0	0	0.0	0.0
(18) O=C(CNC(=O)c1ccc(Cl)cc1)Nc1ccc(Br)cc1C(=O)c1ccccc1
 : ·	-19	8	8	10	4	-2.1	0.0
(19) COc1cccc(/C=C2\N=C(c3cncc(Br)c3)OC2=O)c1
 : 2	-7	38	-5	9	-7	-1.5	0.0
(20) O=C1C2CCCN2C(c2cccnc2)N1c1cccc(Cl)c1 (centres undefined)
 : -8	·	-5	0	-5	5	1.8	0.0
(21) c1ccc(C(CN2CCCCC2)c2ccccc2)cc1
 : -2	·	-21	3	4	5	-3.0	0.0
(22) CCc1ccc(N2C(=O)NC(=O)/C(=C\c3cc(C)n(-c4cc(C(=O)O)cc(C(=O)O)c4)c3C)C2=O)cc1
 : 17	9	2	-1	4	-1	3.4	-0.1
(23) COc1cc(C)cc2oc(=O)c(CC(=O)N3C[C@H]4C[C@@H](C3)c3cccc(=O)n3C4)c(C)c12
 : -8	1	·	0	-8	9	0.3	·
(24) COc1ccc(Cn2c(O)c(/C=N/NC(=O)c3ccncc3)c(=O)[nH]c2=O)cc1
 : 58*	-4	13	2	-9	10	-0.8	0.0
(25) COc1ccc(C(=O)OCC2CN2c2cccc([N+](=O)[O-])c2)cc1 (centres undefined)
 : ·	-18	-10	-6	1	0	3.9	0.1
(26) COC(=O)[C@H]1[C@H](CO)[C@H]2Cn3c(ccc(-c4ccc(OC)cc4)c3=O)[C@@H]1N2C(=O)c1ccccc1F
 : -3	7	-2	-9	4	6	1.2	0.1
(27) CC(=O)c1cc(C(C)=O)c(C)[n+](C)c1C
 : 16	4	7	6	6	13	2.6	0.5
(28) COc1ccc2[nH]cc(CCNCc3cccnc3)c2c1
 : -1	-3	-7	6	0	-2	-1.6	-0.1
(29) CCC1(c2ccc(-c3ccccc3)cc2)C(=O)NC(=O)NC1=O
 : -1	-7	3	0	6	1	-2.0	0.2
(30) O=c1[nH]c(O)c(N=Nc2ccc(SC(F)F)cc2)c(=O)[nH]1
 : -3	-41	-18	-2	-19	0	-1.2	-0.2
(31) COc1ccc(CN2C(=O)NC(=O)/C(=C/c3ccc([N+](=O)[O-])s3)C2=O)cc1
 : 15	·	8	2	6	7	0.4	0.1
(32) CCNC(=S)N(C)CCc1cc2c(c(OC)c1C=C1C(=O)N(C)C(=O)N(C)C1=O)OCO2
 : -2	·	-1	-1	-7	0	-1.5	0.0
(33) CCOC(=O)[C@]12Cc3cc(OC)ccc3[C@H]1N(CC(=O)OC)C(=O)c1cc(OC)ccc12
 : ·	16	0	-5	8	-8	-0.1	0.5
(34) CC(C)CN1Cc2cc(-c3cccc(F)c3)ccc2-n2nncc2C1
 : ·	15	-14	-3	4	10	2.6	·
(35) Cc1cccc(-n2c(O)c(C=Nc3ccc(Br)cn3)c(=O)[nH]c2=O)c1
 : -6	5	-9	5	5	-5	-1.8	0.3
(36) CN1[C@@H]2Cn3c(cccc3=O)[C@H]1[C@@H](C(=O)NCC1CC1)[C@@H]2CO
 : -2	12	-8	1	-5	-2	·	0.1
(37) NC(Cc1ccccc1)c1nn[nH]n1 (centres undefined)
 : 18	13	-12	-8	-4	?	-1.0	0.1
(38) COC(=O)[C@@H]1[C@@H](CO)[C@@H]2Cn3c(ccc(-c4ccccc4)c3=O)[C@H]1N2CC1CCCCC1
 : -9	-12	22	-4	-2	?	0.2	0.0
(39) Cc1cc(OCC(=O)NCc2ccc(S(N)(=O)=O)cc2)c2c3c(c(=O)oc2c1)CCC3
 : -2	-6	2	28*	10	-5	2.9	0.0
(40) NC(Cc1ccc(F)cc1)c1csc(Nc2ncccn2)n1 (centres undefined)
 : ·	4	74*	21	-9	-4	5.4	6.3
(41) COC(=O)C1=C(c2cc3ccccc3s2)C[C@@H]2CC[C@H]1N2C(=O)NCCS(C)=O (some centres undefined)
 : -1	-5	-6	-3	3	0	1.6	-0.1
(42) COC(=O)[C@H]1[C@H](CO)[C@H]2Cn3c(ccc(-c4cccc(F)c4)c3=O)[C@@H]1N2Cc1ccccc1
 : -1	-10	7	1	-28	-6	3.9	0.4
(43) CN1C(=O)C(=Cc2ccccc2OCc2ccc(C(=O)O)cc2)C(=O)N(C)C1=O
 : -1	0	6	0	1	·	-0.5	0.1
(44) O=C(Cc1ccccc1)N1CCN(Cc2ccc(F)cc2)CC1
 : -3	-1	12	-2	7	2	0.2	0.0
(45) CN(C(=O)Oc1ccc(C(=O)c2ccc(Cl)cc2)cc1)c1ccccc1
 : -5	-12	4	·	·	·	·	-0.1

By substructure: those above with a nitro group on carbon
Second line of a record: ARNT TACC3 PPI	GSIS activator	PAX8 reporter	ERp5 block	EWS-Fli block	DENV2 CPE	CFTR F508del cor	XiGFP reactiv
(3) N#CCCn1cc(C(=O)Nc2ccc([N+](=O)[O-])cc2)c(-c2ccc3c(c2)OCCO3)n1
 : 6	-10	13	2	10	-1	·	0.1
(25) COc1ccc(C(=O)OCC2CN2c2cccc([N+](=O)[O-])c2)cc1 (centres undefined)
 : ·	-18	-10	-6	1	0	3.9	0.1
(31) COc1ccc(CN2C(=O)NC(=O)/C(=C/c3ccc([N+](=O)[O-])s3)C2=O)cc1
 : 15	·	8	2	6	7	0.4	0.1

Retrieved by compound from above (2):
Second line of a record: ARNT TACC3 PPI	GSIS activator	PAX8 reporter	ERp5 block	EWS-Fli block	DENV2 CPE	CFTR F508del cor	XiGFP reactiv
(21) c1ccc(C(CN2CCCCC2)c2ccccc2)cc1
 : -2	·	-21	3	4	5	-3.0	0.0
(40) NC(Cc1ccc(F)cc1)c1csc(Nc2ncccn2)n1 (centres undefined)
 : ·	4	74*	21	-9	-4	5.4	6.3

Next results
Second line of a record: ARNT TACC3 PPI	GSIS activator	PAX8 reporter	ERp5 block	EWS-Fli block	DENV2 CPE	CFTR F508del cor	XiGFP reactiv
(46) C[C@@]12CC[C@@H](c3cc4c(cc3C1)OCO4)N2c1ccccc1
 : ·	-29	-14	-3	-3	0	-2.9	0.1
(47) Brc1ccc2c(c1)CNCc1cnnn1-2
 : ·	0	-20	-2	-11	1	0.7	0.3
(48) CCOc1cccc(=NC2CCCCC2)c2c(C)[nH]c(C)c12
 : 10	-31	6	2	4	-16	-0.1	0.2
(49) CCCCCCn1c(O)c(/C=N/N2CCCCCC2)c(=O)[nH]c1=O
 : -1	·	8	·	-12	5	0.3	0.0
(50) COc1ccc(C2CC(c3c(O)n(CCc4ccccc4)c(=O)[nH]c3=O)=NN2)cc1OC (centres undefined)
 : 42	-15	-18	6	-8	10	-1.3	0.1
(51) COC(=O)C1=C(c2ccc(F)cc2OCc2ccccc2)C[C@@H]2CC[C@H]1N2C(=O)NC1CCCCC1
 : -2	-39	30	1	3	3	3.0	0.0
(52) c1ccc(CN2Cc3ccccc3-n3nncc3C2)nc1
 : ·	1	-8	0	6	0	-0.5	·
(53) CN1CCC(O)(c2cccs2)C(C(=O)c2cccs2)C1 (centres undefined)
 : -30	-18	26	7	10	-2	0.1	0.0
(54) COc1ccc(OC)c([C@@H](O)[C@H](C)NC(C)(C)C)c1
 : 2	·	5	1	-7	4	-3.9	-0.1
(55) CC(C)C[C@H](NP(=O)(O)O[C@@H]1O[C@@H](C)[C@H](O)[C@@H](O)[C@H]1O)C(=O)N[C@@H](Cc1c[nH]c2ccccc12)C(=O)O
 : -1	2	1	4	2	?	1.1	0.1
(56) CC1CCN(CC(=O)c2cccc(C(F)(F)F)c2)CC1
 : -1	-24	-3	-3	7	3	2.5	0.0
(57) CC(C)(C#CC(=O)O)OOC(c1ccccc1)(c1ccccc1)c1ccccc1
 : 8	18	-21	-2	3	6	-0.5	0.0
(58) C[C@]12CC[C@@H](O)C[C@H]1CC[C@@H]1[C@@H]2CC[C@]2(C)C(=O)CC[C@@H]12
 : -3	·	9	-2	10	11	2.1	-0.1
(59) C[C@]12CCC3C(CC[C@H]4C[C@H](O)CC[C@]34C)C1CCC2=O (some centres undefined)
 : -4	-2	-40	-9	2	-8	1.4	0.3
